# Bioassay records from PubChem.
# ZTA DNA inh: ZTA (EBV) inhibition in EBNA-1 counter-screen | P03206 | ZTA-DNA binding, fluorescence polarization | hit rate 0.15% among 320,000 | inhibition, % at 11 µM; in the data active means inhibition above about 33%
# PREPL inh: human PREPL enzyme inhibition. Q4J6C6. recombinant PREPL, fluorescence polarization activity-based probe. hit rate 0.68% among 320,000. inhibition, % at 5.96 µM; in the data active means inhibition above about 43%;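 further: 0% = enzyme with DMSO and 100% = wells lacking enzyme; many of its hits are not listed in these tables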
# PAFAH1B3 inh: inhibitors of human PAFAH1B3; Q15102; recombinant PAFAH1B3, FP-rhodamine probe, fluorescence polarization; inhibition, % at 3.39 µM; hit rate 0.28% among 340,000;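 active means inhibition above the screen-wide average of all tested compounds plus 3 SD, cut at about 25% in these data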;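 further: 0% = enzyme with DMSO only and 100% = wells lacking PAFAH1B3 protein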
# Target sequence (Q15102 whole entry, looked up): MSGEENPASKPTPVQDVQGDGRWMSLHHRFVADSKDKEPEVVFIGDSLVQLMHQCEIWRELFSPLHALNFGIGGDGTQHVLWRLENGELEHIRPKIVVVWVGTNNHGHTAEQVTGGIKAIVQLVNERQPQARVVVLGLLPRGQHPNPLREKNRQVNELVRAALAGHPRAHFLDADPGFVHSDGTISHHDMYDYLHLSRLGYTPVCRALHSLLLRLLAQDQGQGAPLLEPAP
# LYPLA1 inh: LYPLA1 (human) inhibition in PME1 counter-screen; O75608; recombinant LYPLA1, FP-Rh probe fluorescence polarization; inhibition, % at 5.9 µM; hit rate 0.16% among 320,000; AID 2174;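 active means inhibition above the mean of all tested compounds plus 3 SD, set per campaign, cut at about 14% in these data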;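 further: inhibitors block serine hydrolase probe labeling of LYPLA1 so polarization falls; 0% = enzyme with DMSO and 100% = wells lacking LYPLA1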
# Target sequence (O75608 whole entry, looked up): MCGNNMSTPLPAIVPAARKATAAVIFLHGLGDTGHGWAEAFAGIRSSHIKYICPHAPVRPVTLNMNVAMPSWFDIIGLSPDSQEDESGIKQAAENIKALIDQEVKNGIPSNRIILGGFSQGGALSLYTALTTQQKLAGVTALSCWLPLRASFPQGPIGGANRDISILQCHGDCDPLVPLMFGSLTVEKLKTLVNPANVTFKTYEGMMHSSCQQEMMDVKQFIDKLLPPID
# pPAFAH inh: pPAFAH (human) enzyme inhibition; Q13093; recombinant pPAFAH, FP-rhodamine probe fluorescence polarization; inhibition, % at 3.39 µM; hit rate 1.5% among 330,000; AID 463082;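 active means inhibition above the mean inhibition across the screen plus 3 SD, cut at about 25% in these data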;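 further: inhibitors block binding of the rhodamine activity-based probe so polarization drops; 0% = enzyme with DMSO and 100% = wells lacking pPAFAH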
# PAFAH2 inh: inhibitors of human PAFAH2; Q99487; recombinant PAFAH2, FP-rhodamine activity probe, fluorescence polarization; inhibition, % at 3.39 µM; hit rate 0.99% among 340,000;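 active means inhibition above the mean over all tested compounds plus 3 SD, cut at about 30% in these data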;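 further: inhibitors block probe labeling of enzyme so polarization drops; 0% = enzyme with DMSO and 100% = wells lacking PAFAH2 protein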
# PAFAH1B2 FP inh: blocks human PAF acetylhydrolase 1b catalytic subunit 2. P68402. inhibition, % at 3.39 µM. AID 492953. recombinant PAFAH1B2, FP-rhodamine activity probe, fluorescence polarization. hit rate 1.2% among 340,000;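 active means inhibition above the mean of all tested compounds plus 3 SD, cut at about 24% in these data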;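 further: 0% = enzyme with DMSO and 100% = wells lacking PAFAH1B2; many of its hits are not listed in these tables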
# Target sequence (P68402 whole entry, looked up): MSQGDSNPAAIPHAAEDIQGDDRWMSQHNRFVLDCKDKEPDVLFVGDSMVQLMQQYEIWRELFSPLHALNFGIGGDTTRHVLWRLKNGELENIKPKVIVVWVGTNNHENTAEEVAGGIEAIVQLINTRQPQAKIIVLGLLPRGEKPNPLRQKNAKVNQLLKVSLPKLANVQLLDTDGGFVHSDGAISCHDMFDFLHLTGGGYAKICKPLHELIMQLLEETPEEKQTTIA
# EBNA-1 inh: blocks EBNA-1 binding to DNA | EBNA-1 DNA binding, fluorescence polarization | inhibition, % at 14.8 µM | hit rate 0.34% among 300,000 | AID 1950; in the data active means inhibition above about 28%
# LYPLA2 inh: LYPLA2 (human) inhibition in PME1 counter-screen; recombinant LYPLA2, FP-Rh probe fluorescence polarization; inhibition, % at 5.9 µM; hit rate 0.38% among 320,000; AID 2177;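 active means inhibition above the screen-wide mean plus 3 SD, limit set per campaign, cut at about 26% in these data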;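 further: 0% = LYPLA2 with DMSO and 100% = wells lacking LYPLA2 enzyme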
# Target sequence (O95372 whole entry, looked up): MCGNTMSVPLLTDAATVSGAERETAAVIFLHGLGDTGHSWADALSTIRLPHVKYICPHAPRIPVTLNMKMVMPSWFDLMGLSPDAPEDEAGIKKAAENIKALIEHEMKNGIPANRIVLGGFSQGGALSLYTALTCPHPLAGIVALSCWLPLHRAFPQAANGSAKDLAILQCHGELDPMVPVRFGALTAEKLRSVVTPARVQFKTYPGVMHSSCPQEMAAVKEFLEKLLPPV
# Starred values were filed as active, the others as inactive; / = not tested or not shown. An excerpt; rates above refer to the full screens.
# Start of the data: the first 2 compounds (preview)
Compound	ZTA DNA inh	PREPL inh	PAFAH1B3 inh	LYPLA1 inh	pPAFAH inh	PAFAH2 inh	PAFAH1B2 FP inh	EBNA-1 inh	LYPLA2 inh
C[n+]1cn(CC(O)COCc2ccccc2)c2ccccc21 (centres undefined)	-4	7	-3	-5	-2	-4	6	7	-4
COc1cccc(CC(=O)Nc2ncc(C)s2)c1	-3	13	5	3	1	-1	2	-2	-2

# The listing, repeating the preview:
Compound	ZTA DNA inh	PREPL inh	PAFAH1B3 inh	LYPLA1 inh	pPAFAH inh	PAFAH2 inh	PAFAH1B2 FP inh	EBNA-1 inh	LYPLA2 inh
C[n+]1cn(CC(O)COCc2ccccc2)c2ccccc21 (centres undefined)	-4	7	-3	-5	-2	-4	6	7	-4
COc1cccc(CC(=O)Nc2ncc(C)s2)c1	-3	13	5	3	1	-1	2	-2	-2
COc1ccc(N2CCN(C(=O)CCc3ccc(S(=O)(=O)NC(C)C)cc3)CC2)cc1	-13	12	4	-2	11	3	0	-13	4
COC(=O)c1onc(-c2c(OC)cc(OC)cc2OC)c1C(=O)OC	2	3	3	-3	-1	0	4	0	4
CC1=C(C)CC(C(=O)NCCCN2CCCC2=O)C(C(=O)O)C1 (centres undefined)	2	5	5	4	8	0	2	-4	4
Cc1ccc2[nH]c(=O)c(CNC(C)(C)C)cc2c1	0	13	4	2	-8	4	3	-7	-4
c1cnn(Cc2cnc(N3CCOCC3)s2)c1	-3	-6	2	0	0	3	2	-10	-1
COc1cc(/C=N/NC(=O)c2nc(C)cc(C)n2)ccc1O	-1	-1	-7	1	3	0	4	1	4
Cc1ccc(NCc2nnc(SCC(=O)N(Cc3ccccc3)C(C)(C)C)o2)c(C)c1	-22	26	-5	0	13	-3	13	-3	14
CCOCC(=O)Nc1nc2ccc(S(C)(=O)=O)cc2s1	-11	-6	5	0	5	-1	0	4	4
COC(=O)C(C(=O)OC)C(C)C(C(=O)OC)C(=O)OC	5	18	9	-2	1	0	-1	-4	2
Cc1ccc(N=Nc2c(O)[nH]c3ccc(F)cc23)cc1	6	11	-4	1	1	-2	-1	-9	-3
Cc1cc(C)c(S(C)(=O)=O)c(Oc2ccc(C(C)(C)C)cc2)n1	-3	-4	3	3	1	-5	-1	6	2
S=C(Nc1ccc2c(c1)OCO2)N1CCN(Cc2ccco2)CC1	-22	10	4	3	3	4	2	2	5
Cc1cccc(N2CC(C(=O)Nc3nnc(SCC(=O)Nc4nccs4)s3)CC2=O)c1 (centres undefined)	-3	9	-23	-1	4	-28	-12	18	6
CC(=O)CCSc1ncnc2sc(-c3ccccc3)cc12	13	0	6	-4	6	1	4	-4	2
COc1ccc2cc(C(=O)N3CCOCC3)sc(=O)c2c1OC	10	-2	-4	3	0	-3	-2	2	11
Nc1ccc(-c2nc3c(Cl)c(N)ccc3[nH]2)cc1	26	5	7	-4	8	1	-1	7	-2
CCOc1ccc(N2CC(C(=O)NNC(=O)c3ccc(F)cc3)CC2=O)cc1 (centres undefined)	-6	0	-5	1	-2	5	5	/	8
CC(C)NC(=O)c1ccc(-c2ccc(Cl)c(C(F)(F)F)c2)o1	18	0	1	-5	4	0	-4	2	-1
CC1CCCC(NC(=O)COC(=O)/C=C/c2ccco2)C1C (centres undefined)	1	3	6	0	8	86*	0	/	1
CCCCn1ccnc1C(=O)c1ccc(S(=O)(=O)N2CCCC2)cc1	-15	5	1	-1	5	2	0	0	1
Cc1c(CC(=O)NCCCCCC(=O)O)c(=O)oc2cc3occ(-c4ccccc4)c3cc12	-7	-7	10	-2	0	9	5	-6	4
O=C(CSc1nnc(Cc2ccccc2)n1-c1ccccc1)N1CCOCC1	-5	-13	7	4	1	2	4	-3	2
CC(Oc1ccccc1)C(=O)N1CCC2(CC1)Oc1ccc(F)cc1C(=O)C21CC(c2ccccc2)=NO1 (centres undefined)	9	-50	-2	-5	-1	-5	-6	15	-7
CCCn1c(N)c(C(=O)CSc2nc3ncc(Cl)cc3[nH]2)c(=O)[nH]c1=O	-2	3	5	-2	-1	-4	0	/	4
O=C(Sc1nnc(-c2ccccc2)o1)N1c2ccccc2Sc2ccccc21	-21	16	18	2	6	-7	6	6	6
O=C(NC(=S)N1CCCCCC1)c1ccc(Cl)cc1Cl	0	2	/	2	5	/	/	9	-1
O=C(CCN1C(=O)[C@@H]2Cc3ccccc3CN2C1=O)N[C@H](C(=O)O)c1ccccc1	-5	9	1	1	-1	-1	1	7	16
COc1ccccc1N(CCC#N)C(=O)CSc1nc(-c2ccccc2)cn1N	3	13	-5	-5	-1	2	3	-8	-6
COc1cc(NC(=O)CN(C)CCOc2ccccc2)c(C)cc1[N+](=O)[O-]	15	38	5	-1	5	-1	5	4	0
CC(=O)c1ccc(N2CCN(c3ccc(S(=O)(=O)N4CCN(C)CC4)cn3)CC2)cc1	10	11	2	0	3	-4	2	2	27*
Cc1ccc(-n2nnnc2SCc2nnc(-c3ccccc3Br)o2)c(C)c1	9	-8	3	1	2	7	0	-4	5
CC1(C)OC(=O)C=C[C@]2(C)[C@H]3CC[C@@]4(C)[C@H](C(=O)O)OC(=O)[C@H]5O[C@]54[C@]3(C)C(=O)C[C@@H]12	1	4	0	2	2	1	0	/	0
CCn1c(N2CCC(Cc3ccccc3)CC2)nc2c1c(=O)[nH]c(=O)n2C	6	57*	5	0	14	0	4	1	6
COC(=O)NCCOc1cc(C)ccc1C	5	1	7	1	2	-1	2	-2	-3
CC(OC(=O)c1cccnc1)C(=O)NCc1ccc2c(c1)OCO2 (centres undefined)	1	8	4	-1	-1	6	-1	-2	-5
O=C(Cc1ccccc1)Nc1ccccc1N1CCCC1	7	11	3	3	5	7	1	-4	7
COc1ccccc1-c1oc2ccccc2c1C#CCCO	-4	2	-4	-2	-3	-1	3	/	-3
CN(C)c1ccc(NC(=O)CN2CCC(C(=O)c3ccc(F)cc3)CC2)cc1	4	12	0	2	-7	0	1	-10	0

# Continued; the last 2 above are carried over.
Compound	ZTA DNA inh	PREPL inh	PAFAH1B3 inh	LYPLA1 inh	pPAFAH inh	PAFAH2 inh	PAFAH1B2 FP inh	EBNA-1 inh	LYPLA2 inh
COc1ccccc1-c1oc2ccccc2c1C#CCCO	-4	2	-4	-2	-3	-1	3	/	-3
CN(C)c1ccc(NC(=O)CN2CCC(C(=O)c3ccc(F)cc3)CC2)cc1	4	12	0	2	-7	0	1	-10	0
O=C(CN(Cc1ccccc1)C(=O)c1csnn1)NCCc1ccccc1	-13	10	-1	4	-6	-4	-2	-1	1
Cn1c(=O)c(C(=O)CN2CCCCCC2)c(N)n(Cc2ccccc2)c1=O	-14	6	3	2	3	-1	3	-10	8
Cc1cccc(N=Nc2cnc(N)s2)c1	-18	13	0	3	14	9	-2	-3	5
CCc1ccc2c(COC(=O)C3CSC4(C)CCC(=O)N34)cc(=O)oc2c1 (centres undefined)	-11	18	3	-3	0	0	4	/	7
O=C(CN1C(=O)NC2(CCCC2)C1=O)Nc1ccccc1C(F)(F)F	8	1	4	3	6	0	4	-2	1
C=CCn1c(COc2cccc3ccc(C)nc23)nnc1SCC(=O)O	-12	7	1	5	0	6	-1	3	-5
Cc1[nH]n(-c2ccccc2)c(=O)c1C(C[N+](=O)[O-])c1ccccc1Cl (centres undefined)	-2	3	6	-2	2	5	1	-3	-2
Oc1ccccc1C1=Nc2ncnn2C(c2ccc(F)cc2)C1 (centres undefined)	-3	14	0	1	4	5	1	-10	8
COc1cc2nc(CN(C)Cc3ccc(Cl)cc3)[nH]c(=O)c2cc1OC	7	3	2	1	-1	6	13	-3	0
CC(C)(C)[C@H]1C=C(C(=O)O)O[C@@H](OCCCCO)C1	3	5	9	-2	4	-2	4	-1	3
CC(C)[N+](C)(C)CC#CC(O)(c1ccccc1)c1ccccc1	-11	9	8	4	7	12	5	0	7
CCCN(C(=O)COC(=O)CNC(=O)c1ccc2ccccc2c1)c1c(N)n(Cc2ccccc2)c(=O)[nH]c1=O	0	-22	3	3	8	4	3	5	5
CC(Sc1ccc(Cl)cc1)C(=O)NCC(c1ccco1)N1CCCCC1 (centres undefined)	-11	4	5	0	1	-8	14	-2	4
COc1ccc(Cn2c(CCC(=O)O)nc3cccnc32)cc1	2	2	9	-3	0	-5	-1	1	-2
C=CCN(C(=O)c1csnn1)C(C(=O)NCc1ccccc1)c1c(F)cccc1Cl (centres undefined)	-2	-2	-2	-4	0	-2	-4	-8	0
CCSC1=NCCN1C(=O)c1c(-c2ccccc2Cl)noc1C	4	10	11	3	3	4	3	-7	0
COc1cc(OC)c2cc(C(=O)N/N=C/c3ccccc3O)[nH]c2c1	0	20	29*	-7	22	9	11	-12	-1
CN(C)c1nc(Oc2ccc(=O)n(C)n2)nc(N2CCOCC2)n1	-12	-6	10	2	0	0	2	-3	1
COC(=O)C[C@H]1c2cc(C(F)(F)F)ccc2S(=O)(=O)N1c1ccc(N(C)C)cc1	1	7	4	-1	6	0	-1	6	3
CCCCn1nc(CC(=O)NCCN(CC)CC)c2ccccc2c1=O	-3	-5	6	0	0	-5	6	3	3
CCCCn1c(N)c(N(CC(C)C)C(=O)CCCSc2nncs2)c(=O)[nH]c1=O	12	-1	4	0	-2	1	0	-5	0
Cn1c(=N)c(S(=O)(=O)c2ccccc2)cc2c(=O)n3ccccc3nc21	-3	2	10	3	1	11	2	4	4
COc1ccccc1C(=O)Nc1ccnn1C1CCN(C(=O)C(C)(C)C)CC1	1	1	13	-4	-1	2	3	-5	-7
Cc1cc2cc(C)c3nnc(SCC(=O)Nc4ccc(S(=O)(=O)N5CCCCC5C)cc4)n3c2cc1C (centres undefined)	-3	7	4	0	0	-3	5	7	-1
CCOC(=O)c1cnc(SC)nc1Oc1cccc(NC(=O)c2cccc(Cl)c2Cl)c1	7	15	6	2	6	6	2	-1	3
Cc1cc(OCC(=O)NC(C)C)cc(C)c1Cl	4	16	11	-5	4	-9	1	-13	-4
O=C1c2cccc([N+](=O)[O-])c2C(=O)N1c1ccccc1	-4	11	3	0	-2	7	0	5	0
CC1CC(C)CN(CCCNS(=O)(=O)c2ccc3c(c2)CCN3C(=O)C2CC2)C1 (centres undefined)	-24	2	3	3	2	1	-2	-6	6
COc1ccc(N2CCOCC2)c(NC(=O)c2ccc(Br)o2)c1	-3	0	0	-4	2	2	-1	5	-3
Cc1ccccc1NC(=O)Cc1nc(-c2ccc3ccccc3c2)cs1	-6	25	-5	-4	3	-2	4	0	0
N#CC1=C(SCc2ccccc2)NC(=O)CC1c1ccc(O)cc1 (centres undefined)	-15	5	-10	-3	26*	1	7	-15	-2
CC(C)CC1Nc2ncnc(N3CCOCC3)c2N(Cc2ccc(Br)cc2)C1=O (centres undefined)	2	-7	-3	0	-2	4	5	7	-5
Cc1ccc(C=Nc2cc([N+](=O)[O-])ccc2C)s1	-5	-3	0	0	3	-5	5	-4	2
O=C(Nc1cc(Br)ccc1O)c1cc(-c2ccco2)on1	4	7	0	-18	11	-9	1	7	-30
Cc1cc(C)nc(NS(=O)(=O)c2ccc(NC(=O)CCN3C(=O)c4ccccc4C3=O)cc2)n1	11	-4	5	1	-7	-7	-2	1	5
COc1cc(/C=C/C(=O)OCC(=O)Nc2cccc(F)c2)ccc1O	/	2	11	/	28*	93*	2	/	/
CCOC(=O)c1ccc(NC(=S)NNC(=O)C2(C)CC2(Cl)Cl)cc1 (centres undefined)	-8	-4	7	1	11	1	0	1	12
